Screening results from PubChem.
NTR1 agonist – agonists of NTR1, primary screen, imaging, U2OS cells, beta-arrestin-GFP, high content (AID 493036). P30989. NTR1-U2OS beta-arrestin-GFP spot imaging, agonist mode. activation, % at 20 µM. 0.17% of 330,000 active;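 active = activation at or above 40% of the spot to cytoplasm intensity ratio, with at least 20 cells analyzed; inconclusive = wells under 20 cells, flagged as cytotoxic or low count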;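 note: 0% = DMSO without peptide and 100% = 100 nM NTR1 peptide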
Target sequence (P30989 whole entry, looked up): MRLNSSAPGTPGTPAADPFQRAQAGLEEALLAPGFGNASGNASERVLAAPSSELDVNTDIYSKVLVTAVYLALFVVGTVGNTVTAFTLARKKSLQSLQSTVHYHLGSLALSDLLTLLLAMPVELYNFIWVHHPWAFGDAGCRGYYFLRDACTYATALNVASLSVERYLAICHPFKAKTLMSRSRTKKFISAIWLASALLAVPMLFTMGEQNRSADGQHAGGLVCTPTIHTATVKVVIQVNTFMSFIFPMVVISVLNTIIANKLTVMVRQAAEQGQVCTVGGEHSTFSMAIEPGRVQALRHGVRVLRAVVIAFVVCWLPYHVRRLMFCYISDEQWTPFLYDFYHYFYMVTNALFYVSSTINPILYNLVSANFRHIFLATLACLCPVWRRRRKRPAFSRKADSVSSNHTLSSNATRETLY
RSV CPE inhibition – inhibition of RSV-induced cytopathic effect – HEp-2 cells, primary 10 µM value included (AID 2391). 0.13% of 310,000 active. HEp-2 cells, RSV-induced CPE inhibition; higher % means a stronger effect. one-dose CPE inhibition, % at 10 µM; IC50 in µM for titrated hits; in the data active = a potency from the dose series; inconclusive = CPE inhibition mostly from about 23% at the one dose, without a potency; inactive = the rest, 99 in 100 with CPE inhibition below about 21%; note: strong numbers were not always called active
SV40 large T antigen – SV40 large T antigen inhibitors, biochemical (AID 1903); SV40 large T antigen ATPase/helicase inhibition assay; higher % means a stronger effect; inhibition, % at 20 µM, or IC50 in µM where a hit was titrated; 0.39% of 310,000 active; in the data active = a potency from the dose series; inconclusive = inhibition mostly from about 32% at the one dose, without a potency; inactive = the rest, 99 in 100 with inhibition below about 32%; note: strong numbers were not always called active
Rac1 GTP hydrolysis – MgcRacGAP GTPase-activating activity inhibitors, confirmation, biochemical, ADP Hunter fluorescence; MgcRacGAP-stimulated Rac1 GTP hydrolysis, ADP Hunter fluorescence; higher % means a stronger effect; GST-tagged Rac1 F28L mutant substrate; inhibition, % at 30 µM; hits with a dose series show IC50 in µM; 0.6% of 340,000 active;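 active = first-screen hits whose inhibition reached a set limit at any dose in the follow-up dose series; inconclusive = inhibition above the set first-screen limit but never retested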;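 note: fluorescence reports GDP produced by GAP-driven GTP hydrolysis; strong numbers were not always called active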
SIAH1 antagonists – Siah-1 peptide-binding antagonists, primary screen, biochemical, fluorescence polarization, rhodamine-plectin, uHTS (AID 1817). Siah-1 / rhodamine-plectin peptide fluorescence polarization; higher % means a stronger effect. one-dose displacement, % at 20 µM; IC50 in µM for titrated hits. 0.02% of 290,000 active;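 active = displacement of at least 50% at 20 µM, with a fluorescence ratio check between 0.3 and a set limit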;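 note: plate controls were Siah plus tracer with DMSO for no effect and tracer alone without Siah for full effect; strong numbers were not always called active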
K1F lysis inhibition – protection from phage-mediated lysis, alamar blue read-out – E. coli UTI89, K1F phage, bacterial capsule biogenesis inhibitors (AID 488966) | E. coli UTI89 K1F phage lysis, alamar blue, 2 h; higher % means a stronger effect | inhibition, % at 100 µM, or IC50 in µM where a hit was titrated | 0.02% of 340,000 active;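 active = phage lysis inhibition, versus mean bacterial control, above a set limit; inconclusive = no clear call, values can overlap the other calls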;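 note: capsule biogenesis inhibitors block K1F phage lysis so surviving cells raise fluorescence; higher fluorescence means more inhibition of phage lysis; actives were called in the ten point dose series up to 300 µM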
AID2073 – disruptors of CaV2.2 binding to Mint1 – biochemical, HTRF (AID 2073); HTRF protein-protein interaction, Mint1-CaV2.2; higher % means a stronger effect; inhibition, % at 20 µM; hits with a dose series show IC50 in µM; 0.19% of 290,000 active; in the data active = inhibition mostly above about 51%, no sharp cut-off; inconclusive = no clear call, values can overlap the other calls; inactive = mostly below about 53%; note: some results filed as inactive read as strong as hits
West Nile antiviral – West Nile virus antiviral activity, cell-based, CPE readout (AID 1621); West Nile virus-infected cells, CPE inhibition; higher % means a stronger effect; CPE inhibition, % at 10 µM; hits with a dose series show IC50 in µM; 0.02% of 290,000 active; in the data active = a potency from the dose series; inconclusive = CPE inhibition mostly from about 3.7% at the one dose, without a potency; inactive = the rest, 99 in 100 with CPE inhibition below about 2.2%; note: strong numbers were not always called active
Dengue-2 NS5 capping – Dengue-2 NS5 methyltransferase inhibitors, primary screen, biochemical, confirmation dose response (AID 588689) | inhibition, % at 25 µM, or IC50 in µM where a hit was titrated | Dengue-2 NS5 methyltransferase capping enzyme assay, biochemical; higher % means a stronger effect | 0.3% of 340,000 active; in the data active = a potency from the dose series; inconclusive = inhibition above about 29% without an active follow-up result
NTR1 agonist cell count 20 µM – second read-out of NTR1 agonist, no call of its own (marks repeat the call); cell count; measured here: cell count, cytotoxicity flag
Dengue-2 NS5 capping pilot replicate – further read-out of Dengue-2 NS5 capping, marked with its call; inhibition, %; measured here: pilot screen replicate inhibition
* = called active by the depositor; ? = inconclusive; / = no result given; [ ] = remark or other dose. Compounds as they come; overall some 1.6% were active at least once.

SMILES | NTR1 agonist | NTR1 agonist cell count 20 µM | RSV CPE inhibition | SV40 large T antigen | Rac1 GTP hydrolysis | SIAH1 antagonists | K1F lysis inhibition | AID2073 | West Nile antiviral | Dengue-2 NS5 capping | others
COc1cccc(C(=O)N2CCN(C(=O)c3cccs3)CC2)c1OC | -6.1 | 102 | 0.3% | 0% | 4% | 4% | 3.4% | 0% | -0.3% | -1%
COC(=O)c1ccc(CNC(=O)c2ccc3c(c2)S(=O)(=O)N=C2CCCCCN23)cc1 | 1.3 | 58 | 1.2% | / | 4% | / | 0.8%[50 µM] | / | / | -10%
CN(C(=O)COC(=O)CNC(=O)c1ccc2ccccc2c1)c1c(N)n(Cc2ccccc2)c(=O)[nH]c1=O | 1.0 | 43 | 2.2% | 8% | 8% | 2% | 0.0% | 50% | 0.4% | -4%
O=C(Nc1cccc(C(=O)NC2CCCC2)c1)c1ccccc1 | 1.1 | 54 | 1.8% | 3% | 4% | 1% | 0.1%[50 µM] | 10% | -0.5% | -2%
CC(NC(=O)COC(=O)c1ccc2c(c1)OCO2)c1ccccc1 (stereo unspecified) | -2.0 | 51 | 0.0% | 10% | 3% | -8% | 0.8% | -5% | -0.2% | -3%
CCC/C(=N\NC(=O)c1csc(C)c1C)c1cccs1 | 1.3 | 37 | 1.8% | 0% | 7% | 1% | -0.1% | -8% | -0.1% | -3%
Cc1nn(C(=O)c2cccc([N+](=O)[O-])c2)c(C)c1Sc1ccccc1 | -0.7 | 66 | 3.1% | 17% | 6% | 0% | 0.4% | -3% | -0.2% | 2%
Cc1cnc(C(=O)OCC(=O)c2ccc(F)cc2)cn1 | 0.8 | 52 | 0.1% | -5% | 7% | 0% | -0.1% | 3% | 0.0% | -3%
Cc1cc(C)n2nc(SCC(=O)c3c(N)n(CC(C)C)c(=O)n(C)c3=O)nc2n1 | -0.9 | 42 | 7.0% | 14% | 2% | -20% | 0.0% | -2% | -1.2% | -3%
CCCc1nc2cc(Cl)c([N+](=O)[O-])cc2o1 | -2.3 | 53 | -1.1% | 4% | 6% | -6% | 0.5% | 8% | -0.4% | -5%
CCN1CCN(C(=O)C2CCN(C(=O)Nc3ccccc3)CC2)CC1 | -1.2 | 62 | 0.6% | / | 5% | / | 1.0%[50 µM] | / | / | 6%
O=C(N/N=C/c1c(O)ccc2ccccc12)c1ccc(Br)o1 | 9.2 | 42 | 1.3% | 7% | 3% | -1% | 0.3%[50 µM] | 26% | ? | -49%
NC(=O)c1c[nH]c2ccccc12 | -1.3 | 90 | 0.7% | 1% | -15% | -2% | -7.3% | 3% | -0.2% | -6%
Cc1ccc2ccc(C)[n+](CCCS(=O)(=O)[O-])c2c1 | 0.9 | 54 | 0.3% | 9% | -1% | 0% | 0.5% | 7% | -0.3% | -1%
CC(C)Cc1nc2ccccc2[nH]1 | -0.4 | 52 | 0.7% | 7% | 5% | 8% | 0.8% | 3% | 0.4% | 5%
COc1ccccc1NNC(=O)c1cccnc1Oc1ccccc1 | 1.9 | 41 | / | 10% | -9% | -4% | -0.8% | -8% | 0.1% | -1%
COc1ccc(Nc2cc(C(=O)NC3CCCC3)c3ccccc3n2)c(OC)c1 | 1.9 | 65 | 1.9% | 14% | 11% | -6% | -0.2% | -1% | -0.5% | -4%
O=C(O)c1ccc(COCC(F)(F)F)cc1 | 0.0 | 47 | 1.0% | 7% | 1% | 0% | 0.7% | -1% | -0.1% | -3%
O=C(CCNC(=O)Cn1cnc2ccccc2c1=O)NCCC1=CCCCC1 | -0.8 | 48 | 0.8% | 0% | 0% | -2% | 0.6% | -2% | -0.6% | -2%
COc1ccccc1C(CNc1nc(C(F)(F)F)nc2ccccc12)N(C)C (stereo unspecified) | 3.1 | 44 | 1.4% | 9% | 7% | 1% | 0.2% | -3% | 1.2% | 0%
CN(C)S(=O)(=O)c1cccc(NC(=S)N2CCc3ccccc32)c1 | 2.1 | 35 | 19% | 14% | 7% | 0% | 0.4% | 17% | 0.8% | 0%
CC(C)(C)OC(=O)C[C@H]1C/C=C\C[C@@H](CC(=O)N[C@@H](CO)Cc2ccccc2)C(=O)NC[C@H](c2ccccc2)OC1=O | 0.6 | 52 | / | / | 2% | / | 0.4% | / | / | -2%
O=C(COC(=O)Cc1ccc(Br)cc1)NC1CCCCC1 | 0.2 | 56 | 0.7% | 10% | 2% | 5% | 0.0% | 4% | 0.2% | -8%
O=C(OCC#CCSc1nc2ccccc2o1)c1cc2ccccc2o1 | 5.1 | 48 | 1.3% | 19% | 7% | 2% | 0.4% | 9% | -0.1% | 9%
NC(=O)c1nc(C(=O)N2CCN(c3ccccc3)CC2)c2ccccc2n1 | -2.0 | 50 | 0.3% | / | 6% | / | 0.9% | / | / | -1%
CCN1CCCC1CNc1ncnc2c1[nH]c1ccc(Cl)cc12 (stereo unspecified) | -1.2 | 60 | 19% | 15% | 22% | -2% | 0.9% | 46% | 3.0% | -4%
CC1(C)OC(=O)N(Cc2ccco2)C1(C)O (stereo unspecified) | 0.5 | 40 | / | 19% | 2% | -2% | -0.4% | 5% | 0.2% | 2%
COc1ccc(CC(=O)NCC(=O)NC(Cc2ccccc2)C(=O)O)cc1 (stereo unspecified) | -1.6 | 88 | 1.4% | 7% | 11% | 2% | -0.1% | 3% | -0.1% | 5%
COCCCNC(=O)c1ccc(Cn2c(=O)c3ccccc3n(CC(=O)NCc3ccco3)c2=O)cc1 | -0.2 | 62 | -0.4% | 11% | 12% | -3% | 0.0% | 7% | -0.9% | 4%
CN1CCN(c2ccc(-c3ccnn3C(=O)Nc3ccccc3)cc2)CC1 | -0.8 | 62 | 0.8% | 11% | 5% | -6% | 0.0% | -3% | -0.2% | 3%
Cc1ccc(S(=O)(=O)C/N=C(/NC(=S)N(c2ccccc2)c2ccccc2)c2ccccc2)cc1 | 0.0 | 68 | 4.3% | 9% | 13% | 0% | -0.2% | -22% | 1.0% | 11%
CCOc1ccccc1OCCN1CCCC1 | 2.3 | 56 | 0.3% | 4% | 20% | 3% | 0.2% | 39% | -0.1% | -2%
O=c1c2ccccc2nc(/C=C/c2cc(Br)ccc2O)n1CCO | 2.6 | 40 | 22% | 11% | 16% | / | 0.4% | / | / | -2%
O=c1[nH]c(CN2CCN(c3ccccn3)CC2)nc2c(Br)cc(Br)cc12 | 6.3 | 58 | 12% | 3% | 2% | 2% | 0.2% | 16% | -0.2% | 8%
CN(C(=O)COC(=O)c1ccccc1C(=O)N1CCN(c2ccccc2)CC1)c1ccccc1 | 0.4 | 53 | 2.4% | 2% | 0% | 15% | 0.0% | 0% | -0.9% | -5%
Cc1ccccc1-n1cc(-c2ccc(Br)cc2)nc1SCC(N)=O | 6.2 | 42 | 11% | 2% | / | 2% | / | 10% | -1.5% | /
O=C(O)c1cccc2c1C(=O)c1ccc(-c3ccc(Cl)c(C(F)(F)F)c3)cc1S2(=O)=O | 0.4 | 64 | -0.1% | / | 9% | / | -1.7% | / | / | 7%
Nn1c(SCC(=O)Nc2cccc(C(F)(F)F)c2)nncc1=O | -0.3 | 69 | 1.0% | 17% | 5% | 14% | -0.3% | 2% | -0.2% | 2%
CCOc1ccc(CN(C)C(=O)[C@H](Cc2ccccc2)NC(=O)OCc2ccccc2)cc1OC | 1.3 | 63 | 8.0% | 3% | 0% | 8% | -0.5% | -8% | -0.3% | -2%
CN(CC(=O)NC1CCCCC1)S(=O)(=O)c1cccc2nsnc12 | -1.5 | 89 | 1.0% | 2% | 0% | 4% | 0.0% | 7% | -0.3% | -1%
COc1cc(Cl)c(CN2CCCC(CO)(Cc3cccc(Cl)c3)C2)cc1OC (stereo unspecified) | 6.4 | 65 | 15% | 14% | 7% | 8% | -1.2% | 11% | -1.6% | 3%
COc1ccc(/C=N/NC(=O)CSc2ccccn2)cc1OC | 0.4 | 49 | 2.9% | 11% | 6% | 4% | -1.3% | 5% | 0.1% | 2%
CCOC(=O)c1cnc2c(ccc3ccccc32)c1NCCN(C)C | 1.2 | 50 | 1.2% | 5% | 1% | 10% | 0.3% | -4% | 1.1% | -5%
CN(C1CC(C)(C)N(O)C(C)(C)C1)S(=O)(=O)CC12CCC(CC1=O)C2(C)C (stereo unspecified) | 0.1 | 40 | -2.5% | 11% | 3% | 6% | -0.4% | 6% | -0.1% | -9%
C=CCNS(=O)(=O)c1sccc1/C=N/O | -0.8 | 81 | 1.1% | 0% | 3% | 1% | 0.1% | -1% | 0.1% | 2% | Dengue-2 NS5 capping pilot replicate=0.9

Continued; it opens with the two that closed the last part.
SMILES | NTR1 agonist | NTR1 agonist cell count 20 µM | RSV CPE inhibition | SV40 large T antigen | Rac1 GTP hydrolysis | SIAH1 antagonists | K1F lysis inhibition | AID2073 | West Nile antiviral | Dengue-2 NS5 capping | others
CN(C1CC(C)(C)N(O)C(C)(C)C1)S(=O)(=O)CC12CCC(CC1=O)C2(C)C (stereo unspecified) | 0.1 | 40 | -2.5% | 11% | 3% | 6% | -0.4% | 6% | -0.1% | -9%
C=CCNS(=O)(=O)c1sccc1/C=N/O | -0.8 | 81 | 1.1% | 0% | 3% | 1% | 0.1% | -1% | 0.1% | 2% | Dengue-2 NS5 capping pilot replicate=0.9
Nc1nonc1-n1nnc(C(=O)N/N=C/c2cccc(Cl)c2Cl)c1CN1CCCC1 | 1.7 | 60 | 0.7% | 3% | 0% | -1% | 0.6% | 2% | -0.3% | -3%
CC(C(=O)Nc1ccc2c(c1)OCCO2)c1ccc([N+](=O)[O-])cc1 (stereo unspecified) | 1.0 | 73 | 20% | 15% | 10% | -2% | 0.2% | 14% | -0.1% | -4%
CN1C(=O)c2ccc(NC(=O)C3CCCCC3)cc2C1=O | -0.2 | 50 | -1.1% | 10% | -2% | -5% | 0.9% | 33% | -0.2% | -1%
CCC1(CC)NC(=O)N(CC(=O)OCC(=O)Nc2ccc(C(F)(F)F)cc2)C1=O | 0.8 | 59 | 0.4% | 1% | 6% | 4% | 5.0% | 2% | / | -13%
O=c1[nH]c2cc3c(cc2cc1CN(Cc1cccnc1)Cc1nnnn1Cc1ccco1)OCCO3 | -1.1 | 77 | -2.1% | 49% | 15% | 1% | 1.5% | 29% | -0.2% | -4%
COc1ccc(N2CCN(C(=O)Cn3nnc(-c4ccc(OC)c(OC)c4)n3)CC2)cc1 | -0.7 | 53 | 0.3% | -2% | 5% | -4% | 0.2% | 6% | -0.5% | -5%
COC(=O)c1c(-c2ccccc2)noc1C | 0.0 | 49 | 3.7% | 3% | 5% | 7% | 0.4% | 2% | 0.4% | 4%
